High-throughput results as filed in PubChem.
Tb PFK block = inhibitors of T. brucei phosphofructokinase | O15648 | T. brucei PFK, ADP-Glo luminescence | Potency, µM (doses to about 57.5 µM), inactives show at the top dose activity, negative = inhibition, most hits filed as inhibitors | 330,000 compounds, 0.17% hits | AID 485367;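 note: potency is the fitted concentration of half-maximal effect; 0% = uninhibited 1x PFK enzyme wells and -100% = no-enzyme wells; nearly all actives have a fitted effect of over 60% in size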
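Compounds were pin-transferred as a titration series up to 57 uM into substrate buffer (0.5 mM F6P, 0.1 mM ATP, pH 8.0), then 1.25 nM PFK was added and reactions ran 45 min before ADP-Glo detection.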
NPC1 prom act = activates the NPC1 promoter | Huh7 NPC1 promoter luciferase reporter, 24 h | Potency, µM (series often up to 9.22 µM), for inactives: top-dose activation, actives largely listed as activators | 320,000 compounds, 2.4% hits | AID 485313;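 note: potency is the fitted concentration of half-maximal effect; % of control where 0% means no effect; nearly all actives have a fitted effect of over 60% in size; reporter is driven by a mutant NPC1 promoter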
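Stably transfected Huh7 (NPC1 promoter→luciferase), 1500 cells/well in Opti-MEM + 10% FBS, 2 h settle, then compound 24 h at 37 °C. Luminescence after 10 min with Amplite reagent.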
ELG1 repair inh = inhibitors of ELG1-dependent DNA repair in HEK293T cells; HEK293T ELG1-luciferase reporter, luminescence, 16 h; DNA damage induced by 5-fluorouridine; Potency, µM (series often up to 46.1 µM), for inactives: at the highest dose activity change, negative = inhibition, hits mostly inhibitors; 330,000 compounds, 2.3% hits; note: potency is the fitted concentration of half-maximal effect; % is set by controls: 0 for no effect and ±100 for the full control effect; nearly all actives have a fitted effect of over 55% in size
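Luminescence from the luciferase reporter, measured 30 min after ONE-Glo reagent at room temperature, was the read-out. Beforehand, 2,000 cells per well were exposed for 16 hr at 37 °C to 5-fluorouridine together with compound or vehicle.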
VP16 counter = counter-screen for ROR gamma inhibitors: Gal4-VP16 reporter | 310,000 compounds, 3.5% hits | Drosophila S2 Gal4-VP16 UAS-luciferase, luminescence, 20 h | AID 2546 | Potency, µM (doses to about 53.6 µM), inactives show at the top dose activity, negative = inhibition, most hits filed as inhibitors;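 note: Gal4-VP16 expression switched on by copper sulfate through the metallothionein promoter; potency is the fitted concentration of half-maximal effect; % is set by controls: 0 for no effect and ±100 for the full control effect; nearly all actives have a fitted effect of over 50% in size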
ELG1 genotoxic = induces genotoxicity in HEK293T cells with luciferase-tagged ELG1; Potency, µM (series often up to 46 µM), for inactives: at the top dose activity change, positive = activation, actives largely listed as activators; 330,000 compounds, 1.3% hits; HEK293T ELG1-luciferase reporter, luminescence, 16 h; AID 504466; note: potency is the fitted concentration of half-maximal effect; % of control where 0% means no effect; nearly all actives have a fitted effect of over 60% in size
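Screening used a luciferase reporter fused to human ELG1 in HEK293T cells. Luminescence was read on a CCD plate imager after 16 hr exposure and 30 min ONE-Glo incubation.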
TRPV1 ag = agonists of human vanilloid receptor 1 (TRPV1); AID 540275; TRPV1-expressing cells, Fluo-8 calcium influx, agonist mode; 320,000 compounds, 0.19% hits; activation, % at 8.33 µM; in the data active = activation above about 80%; inconclusive = between about 30% and that limit; note: 0% is about no effect
Target sequence (Q8NER1 whole entry, looked up): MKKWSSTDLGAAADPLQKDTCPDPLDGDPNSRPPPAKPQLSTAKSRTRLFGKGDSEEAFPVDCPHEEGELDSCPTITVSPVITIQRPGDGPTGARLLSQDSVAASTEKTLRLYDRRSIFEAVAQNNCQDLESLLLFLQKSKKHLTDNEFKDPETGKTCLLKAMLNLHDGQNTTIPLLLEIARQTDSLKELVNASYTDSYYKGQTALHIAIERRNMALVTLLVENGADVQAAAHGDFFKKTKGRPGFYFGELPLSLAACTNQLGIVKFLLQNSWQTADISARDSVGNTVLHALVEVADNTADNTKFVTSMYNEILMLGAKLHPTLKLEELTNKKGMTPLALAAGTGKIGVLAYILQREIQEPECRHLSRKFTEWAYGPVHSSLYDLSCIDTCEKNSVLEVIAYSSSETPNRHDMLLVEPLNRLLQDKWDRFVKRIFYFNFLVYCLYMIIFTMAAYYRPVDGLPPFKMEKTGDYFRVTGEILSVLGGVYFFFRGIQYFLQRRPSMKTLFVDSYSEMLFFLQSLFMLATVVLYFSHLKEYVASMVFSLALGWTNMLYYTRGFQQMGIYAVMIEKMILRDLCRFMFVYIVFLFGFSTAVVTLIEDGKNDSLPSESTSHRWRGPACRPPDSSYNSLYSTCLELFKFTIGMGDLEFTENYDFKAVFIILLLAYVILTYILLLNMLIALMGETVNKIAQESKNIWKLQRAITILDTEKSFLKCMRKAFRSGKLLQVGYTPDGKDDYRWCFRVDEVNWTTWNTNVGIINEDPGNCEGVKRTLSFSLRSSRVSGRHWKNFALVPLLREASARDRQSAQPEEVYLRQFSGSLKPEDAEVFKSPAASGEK
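Cells expressing TRPV1 were dye-loaded with Fluo-8 and read kinetically: 10 s baseline, 3 min after compound (agonist portion), then 2 min after EC20 capsaicin (allosteric enhancer portion). Calcium-bound dye fluorescence at 480/520 nm.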
BRCA1 expr act = increases BRCA1 expression | MCF7-BRCA1-FFLuc reporter, luminescence, 48 h; response scale: scaled: vehicle 0%, 10 µM genistein 100% | Potency, µM (top dose mostly 46.1 µM), for the others: at the top dose activation, actives largely listed as activators | 380,000 compounds, 1.1% hits | AID 624202; note: potency is the fitted concentration of half-maximal effect; nearly all actives have a fitted effect of over 80% in size; some results filed as inactive show a strong effect at the top dose
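Reporter cells (MCF7, BRCA1 promoter-firefly luciferase) received library compounds across a concentration series for 48 h. End-point luminescence was measured and concentration-effect curves derived after normalization.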
RORg inh = ROR gamma (mouse) transcription inhibition. P51450. Drosophila S2 Gal4-RORgamma UAS-luciferase reporter, 20 h. Potency, µM (doses to about 53.6 µM), for the others: at the highest dose activity change, negative = inhibition, most hits filed as inhibitors. 310,000 compounds, 5.4% hits. AID 2551; note: potency is the fitted concentration of half-maximal effect; % is set by controls: 0 for no effect and ±100 for the full control effect; nearly all actives have a fitted effect of over 60% in size
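Luciferase reporter read in Schneider cells carrying Gal4-RORγ (mouse) and UAS-Photinus luciferase; cells given compound 1 h before 700 uM copper sulfate induction, then incubated 20 h at ambient temperature.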
p53 reactivation = mutant p53 re-activation in reporter cells; H1299 p53-A138V BP100-luciferase reporter, luminescence, 24 h; Potency, µM (series often up to 92.2 µM), for the others: at the top dose activity change, positive = activation, actives largely listed as activators; 320,000 compounds, 0.063% hits; note: potency is the fitted concentration of half-maximal effect; % of control where 0% means no effect; nearly all actives have a fitted effect of over 45% in size
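p53-null H1299 cells stably carrying temperature-sensitive p53-A138V and a BP100-luciferase reporter were pinned with compounds (4-point, 1:5 series) and held 24 hrs at 37 deg C. Luminescence was read 10 min after detection reagent.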
Rab9 prom act = Rab9 promoter activation; Huh7 Rab9 promoter-luciferase reporter, luminescence, 24 h; Potency, µM (highest dose often 9.22 µM), for the others: top-dose activation, negative = inhibition, most hits filed as activators; 320,000 compounds, 2.8% hits; AID 485297; note: potency is the fitted concentration of half-maximal effect; % of control where 0% means no effect; nearly all actives have a fitted effect of over 60% in size
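Huh7 cells stably carrying Rab9 promoter–luciferase reporter, plated 1500 cells/well, compound added after 2 h and incubated 24 h at 37 °C; luciferase luminescence then read after 10 min with detection reagent.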
FLuc counter = inhibits or activates purified firefly luciferase, miR-21 counter-screen | P08659 | purified FLuc, Km substrates, luminescence inhibition | Potency, µM (series often up to 57.5 µM), inactives show top-dose activity change, negative = inhibition, usual class: inhibitors | 360,000 compounds, 6.9% hits;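 note: potency is the fitted concentration of half-maximal effect; plate controls were vehicle for no effect and reference inhibitor for full effect; nearly all actives have a fitted effect of over 55% in size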
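Biochemical qHTS of compounds, final roughly 60 µM downward over six points, against 10 nM purified firefly luciferase using Km concentrations of substrates (10 uM D-luciferin, 10 uM ATP) in Tris acetate pH 7.5 buffer; luminescence output.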
* marks the source's active call; other numbers are inactive results; ? = inconclusive; · = not tested or not shown; & = joins results of further samples; [ ] = dose if it differs, or a comment. Unless noted, calls come from the whole dose curve; as a rule, active = well fitted curve in the direction sought with a large enough effect; inconclusive = small, poorly fitted or top-dose-only effect, or another doubt; inactive = no such curve, though single readings can be large; an effect the other way counts as inactive or inconclusive.

item	compound	Tb PFK block	NPC1 prom act	ELG1 repair inh	VP16 counter	ELG1 genotoxic	TRPV1 ag	BRCA1 expr act	RORg inh	p53 reactivation	Rab9 prom act	FLuc counter
1	COc1ccc(-n2nc(C(=O)NCC(=O)N3CCN(Cc4ccccc4)CC3)c3ccccc3c2=O)cc1	-10%	-3%	?	-6%	-16%	?	-17%	?	-5%	-3%	?
2	O=c1[nH]c(CSc2ccccn2)nc2c1cnn2-c1ccccc1	0%	17%	1%	7%	2%	16	30%	-1%	8%	16%	?
3	COc1ccc(S(=O)(=O)N2CCOCC2)cc1NC(=O)CSc1nnc(N)s1	0%	1%	-4%	·	1%	0	13%	·	-4%	-3%	2%
4	CCOc1ccc(-c2nc(=S)[nH][nH]2)cc1	0%	15%	?	22µM*	?	1	?	5µM*	?	?	15µM*
5	Cc1cc(Nc2c(C)n(C)n(-c3ccccc3)c2=O)c2ccccc2n1	-1%	1%	2%	-3%	6%	0	-9%	-2%	2%	-3%	3%
6	O=C(Nc1ccc(Cl)cc1C(=O)N1CCOCC1)c1cccc([N+](=O)[O-])c1	0%	5%	4%	9%	-1%	2	·	-12%	4%	6%	-2%
7	COc1ccccc1C(=O)NCc1ccncc1	-1%	0%	-9%	0%	1%	2	1%	11%	25%	7%	4%
8	CN1CCN(NC(=O)c2cccc3ccccc23)CC1	-7%	0%	-10%	-9%	2%	-1	29%	-50%	-7%	-6%	-1%
9	CCCc1nc2sc3c(=O)n(N)cnc3c2c2c1CCCC2	-2%	-4%	0%	1%	1%	-4	33%	9%	-1%	-11%	-2%
10	COc1ccc(C2=NOC(Cn3nc(C(=O)NCc4ccccc4OC)cc3-c3ccccc3)C2)cc1 (centres undefined)	0%	1%	?	·	-6%	0	-19%	·	-5%	-2%	-2%

Retrieved by compound from the list above:
item	compound	Tb PFK block	NPC1 prom act	ELG1 repair inh	VP16 counter	ELG1 genotoxic	TRPV1 ag	BRCA1 expr act	RORg inh	p53 reactivation	Rab9 prom act	FLuc counter
8	CN1CCN(NC(=O)c2cccc3ccccc23)CC1	-7%	0%	-10%	-9%	2%	-1	29%	-50%	-7%	-6%	-1%
7	COc1ccccc1C(=O)NCc1ccncc1	-1%	0%	-9%	0%	1%	2	1%	11%	25%	7%	4%

The listing continues:
item	compound	Tb PFK block	NPC1 prom act	ELG1 repair inh	VP16 counter	ELG1 genotoxic	TRPV1 ag	BRCA1 expr act	RORg inh	p53 reactivation	Rab9 prom act	FLuc counter
11	O=C(Cn1c2ccccc2c(=O)c2ccccc21)Nc1ccccc1F	-10%	0%	17%	-5%	-1%	2	-22%	14%	10%	-2%	1%
12	N#Cc1ccccc1NC(=O)CC1CCCCC1	0%	-2%	15%	15%	6%	-1	0%	22%	7%	15%	-1%
13	COCc1nnc(N)s1	2%	-2%	12%	0%	1%	-1	-4%	4%	4%	2%	5%
14	C=CCNC(=S)Nc1ccc(Cl)c(S(=O)(=O)N2CCOCC2)c1	1%	0%	-20%	-6%	-3%	3	1%	-11%	-1%	-18%	-4%
15	Cc1cccc(-n2cnc(C(=O)NNC(=S)Nc3ccc(Cl)cc3)c2)n1	8%	-11%	?	-34%	0%	-8	-28%	?	?	-7%	?
16	CCSc1nnc(NC(=O)[C@@H](NC(=O)c2ccccc2F)C(C)C)s1	2%	-1%	1%	30%	4%	0	0%	23%	0%	14%	?
17	O=C(Oc1ccc2c(c1)O/C(=C\c1ccncc1)C2=O)c1cccs1	?	1%	?	-15%	-1%	-9	-2%	?	1%	-1%	-18%
18	CCOC(=O)C1=CC[C@@H](c2ccco2)N(S(=O)(=O)c2ccc(C)cc2)[C@H]1C(=O)OCC	0%	-2%	2%	·	0%	23	1%	·	-4%	-4%	3%
19	CCOC(=O)c1ccc(NC(=S)N2CCCC2c2ccc(OC)c(OC)c2)cc1 (centres undefined)	-3%	-4%	-20%	-6%	-3%	10	-21%	?	0%	-9%	6%
20	Cc1ccc(/C=N/n2c(=O)c(C(C)(C)C)nn3cnnc23)cc1	0%	0%	11%	-14%	1%	-6	-6%	25%	-16%	-1%	-1%

Structures shown so far that contain an NH in an aromatic ring, in the order listed:
item	compound	Tb PFK block	NPC1 prom act	ELG1 repair inh	VP16 counter	ELG1 genotoxic	TRPV1 ag	BRCA1 expr act	RORg inh	p53 reactivation	Rab9 prom act	FLuc counter
2	O=c1[nH]c(CSc2ccccn2)nc2c1cnn2-c1ccccc1	0%	17%	1%	7%	2%	16	30%	-1%	8%	16%	?
4	CCOc1ccc(-c2nc(=S)[nH][nH]2)cc1	0%	15%	?	22µM*	?	1	?	5µM*	?	?	15µM*

(continued)
item	compound	Tb PFK block	NPC1 prom act	ELG1 repair inh	VP16 counter	ELG1 genotoxic	TRPV1 ag	BRCA1 expr act	RORg inh	p53 reactivation	Rab9 prom act	FLuc counter
21	O=C(CSc1nc2ccc(Nc3nc(N4CCOCC4)nc(N4CCOCC4)n3)cc2s1)Nc1ccccc1F	2%	-7%	2.6µM*	-24%	-1%	1	3%	-33%	0%	-15%	0%
22	C/C(=C\c1ccco1)C1C(C#N)=C(N)OC2=C1C(=O)CC(C)(C)C2 (centres undefined)	2%	0%	-3%	15%	-3%	-5	0%	34%	0%	1%	5%
23	COCCCNCC(O)COc1ccccc1F (centres undefined)	-24%	1%	6%	-11%	0%	1	-1%	-1%	19%	-3%	-2%
24	CC(C)c1ccc(S(=O)(=O)N2CCN(C(C)C(=O)N3CCCC3)CC2)cc1 (centres undefined)	-5%	-1%	0%	·	0%	3	-11%	·	7%	2%	·
25	O=C(COc1ncnc2sccc12)N1CCc2ccccc2C1	1%	1%	?	5%	1%	1	-29%	21%	-3%	6%	2%
26	COc1ccc(NC(=O)C23CC4CC(C2)CC(c2ccc(C)cc2)(C4)C3)cc1	0%	0%	-12%	?	-5%	15	-77%[inhibitor]	27%	?	-3%	3%
27	C=CCNC(=O)C1CCN(S(=O)(=O)c2cccs2)CC1	0%	-5%	4%	-10%	3%	-1	6%	-16%	-3%	-3%	6%
28	C[C@H](NC(=O)c1nc[nH]c1C(=O)N[C@@H](CCCCN)C(=O)OC(C)(C)C)C(=O)OCc1ccccc1	-2%	·	15%	·	0%	·	-5%	·	-1%	·	·
29	COc1ccc(N2C(=NC(=O)C3CCCCC3)SC3CS(=O)(=O)CC32)cc1 (centres undefined)	0%	-7%	16%	0%	5%	3	0%	-10%	3%	0%	3%
30	CC(C)(C)c1ccc(-c2cc(N)n[nH]2)cc1	5%	0%	?	-2%	3%	0	-27%	2%	-8%	-5%	9.5µM*
31	Cc1ccc(S(=O)(=O)Nc2cc(-c3ccccc3)nn2C)cc1	1%	0%	-3%	2%	-1%	1	-12%	10%	-1%	0%	-2%
32	Cc1cc(S(=O)(=O)NCC(C)C)ccc1OCC(=O)N1CCOCC1	-4%	-4%	16%	-13%	1%	1	-13%	-9%	27%	-4%	1%
33	COc1ccc(OCCCC(=O)OC(C)C(=O)Nc2ccc(S(N)(=O)=O)cc2)cc1 (centres undefined)	3%	0%	3%	·	26%	0	-4%	·	1%	2%	-1%
34	COc1ccccc1-n1c(-c2ccc(NS(C)(=O)=O)cc2)n[nH]c1=S	-1%	1%	2%	-4%	-2%	2	1%	-34%	2%	1%	-2%
35	Cc1cc(C)c(C(=O)OCC(=O)Nc2cccc(S(=O)(=O)N3CCCCC3)c2)c(C)c1	-1%	6%	?	·	24%	-2	-51%	·	2%	2%	-2%
36	O=C1NCCN(Cc2c(F)cccc2Cl)C1CC(=O)N1CCCO1 (centres undefined)	3%	-6%	0%	-7%	2%	-1	2%	3%	-1%	-1%	0%
37	CCC(C)(C(=O)NC1CCCCC1)N(C)C(=O)c1ccc2c(c1)OCO2 (centres undefined)	-2%	-1%	7%	4%	1%	-7	7%	-5%	4%	14%	2%
38	Cc1ccc(C(=O)NC(=S)Nc2ccc(N3CCOCC3)cc2)cc1	7%	0%	-8%	?	-3%	0	5%	6.3µM*	1%	-9%	-20%
39	Cc1ccc(N(CC(=O)N2CCN(c3ccccc3F)CC2)S(=O)(=O)c2c(C)noc2C)cc1	-9%	-1%	5%	2%	0%	-3&4	4%&0%	-1%	1%	-11%	0%&-2%
